# ELG1 genotoxic: qHTS screen for small molecules that induce genotoxicity in human embryonic kidney (HEK293T) cells expressing luciferase-tagged ELG1; HEK293T ELG1-luciferase reporter, luminescence, 16 h; Potency, µM (series often up to 46 µM), for the others: at the highest dose activity change, positive = activation, hits mostly activators; 330,000 compounds, 1.3% hits; also: % of control where 0% means no effect; nearly all actives have a fitted effect of over 60% in size
#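 HEK293T cells expressing luciferase-tagged ELG1 were treated with compound or DMSO for 16 hr at 37°C. Luciferase activity was then read after 30 min with ONE-Glo at room temperature; rising signal flags genetic stress.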
# RORgamma inh: qHTS for inhibitors of ROR gamma transcriptional activity; Nuclear receptor ROR-gamma (Mus musculus), P51450; Drosophila S2 Gal4-RORgamma UAS-luciferase reporter, 20 h; Potency, µM (top dose mostly 53.6 µM), for the others: at the highest dose activity change, negative = inhibition, hits mostly inhibitors; 310,000 compounds, 5.4% hits; AID 2551, 2010; also: % is scaled to controls: 0 for no effect and ±100 for the full control effect; nearly all actives have a fitted effect of over 60% in size
# Target sequence (P51450 whole entry, looked up, the tested form may be a part): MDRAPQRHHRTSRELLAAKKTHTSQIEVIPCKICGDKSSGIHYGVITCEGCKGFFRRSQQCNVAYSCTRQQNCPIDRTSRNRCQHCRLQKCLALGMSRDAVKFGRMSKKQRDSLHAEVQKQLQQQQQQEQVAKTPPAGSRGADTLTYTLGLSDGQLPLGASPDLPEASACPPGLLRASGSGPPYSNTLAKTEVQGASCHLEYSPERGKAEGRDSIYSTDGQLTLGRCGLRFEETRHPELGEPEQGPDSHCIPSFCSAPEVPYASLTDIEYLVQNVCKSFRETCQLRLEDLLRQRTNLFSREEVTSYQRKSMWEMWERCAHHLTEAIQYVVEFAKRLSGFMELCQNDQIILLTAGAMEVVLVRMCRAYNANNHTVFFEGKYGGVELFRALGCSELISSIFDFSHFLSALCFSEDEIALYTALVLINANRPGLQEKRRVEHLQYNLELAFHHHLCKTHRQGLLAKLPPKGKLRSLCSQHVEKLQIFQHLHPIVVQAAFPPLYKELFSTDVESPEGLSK
#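 Read-out: Photinus luciferase luminescence; inhibitors lower reporter signal. Insect Schneider cells with Gal4-ROR gamma fusion under metallothionein promoter, UAS reporter; 700 uM final copper sulfate induction, 20 hr, ambient temperature.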
# uPA generation: qHTS for Inhibitors of Cell Surface uPA Generation; Potency, µM (top dose mostly 38.3 µM), without a hit: top-dose activity change, negative = inhibition, hits mostly inhibitors; 330,000 compounds, 0.31% hits; cell surface uPA generation assay, qHTS; active = well fitted inhibition curve with a large enough effect; inconclusive = small, poorly fitted or top-dose-only effect; inactive = no such curve, though single readings can be large or run the other way; tested in mouse RAW 264.7 cells; also: % is scaled to controls: 0 for no effect and ±100 for the full control effect; nearly all actives have a fitted effect of over 55% in size
# Rab9 prom act: qHTS Assay for Rab9 Promoter Activators | Huh7 Rab9 promoter-luciferase reporter, luminescence, 24 h | Potency, µM (titrated, usually from 9.22 µM), inactives show at the highest dose activation, negative = inhibition, actives largely listed as activators | 320,000 compounds, 2.8% hits; also: % of control where 0% means no effect; nearly all actives have a fitted effect of over 60% in size
#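 Using Huh7 cells stably transfected with Rab9 promoter–luciferase, compounds were incubated 24 h at 37 °C, 5% CO2; luciferase luminescence was read 10 min after reagent addition.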
# BRCA1 expr act: qHTS Assay to Identify Small Molecule Activators of BRCA1 Expression; MCF7-BRCA1-FFLuc reporter, luminescence, 48 h; response scale: scaled: vehicle 0%, 10 µM genistein 100%; Potency, µM (series often up to 46.1 µM), inactives show at the top dose activation, most hits filed as activators; 380,000 compounds, 1.1% hits; AID 624202, 2012; also: nearly all actives have a fitted effect of over 80% in size; some results filed as inactive show a strong effect at the top dose
#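 Reporter cells (MCF7, BRCA1 promoter-firefly luciferase) received library compounds across a concentration series for 48 h. End-point luminescence was measured and concentration-effect curves derived after normalization.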
# VP16 counter: VP16 counterscreen qHTS for inhibitors of ROR gamma transcriptional activity | AID 2546, 2010 | Potency, µM (titrated, usually from 53.6 µM), inactives show top-dose activity, negative = inhibition, most hits filed as inhibitors | Drosophila S2 Gal4-VP16 UAS-luciferase, luminescence, 20 h | 310,000 compounds, 3.5% hits;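 also: Gal4-VP16 expression switched on by copper sulfate through the metallothionein promoter; % is scaled to controls: 0 for no effect and ±100 for the full control effect; nearly all actives have a fitted effect of over 50% in size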
# NPC1 prom act: qHTS Assay for NPC1 Promoter Activators. Huh7 NPC1 promoter luciferase reporter, 24 h. Potency, µM (doses to about 9.22 µM), for inactives: at the top dose activation, usual class: activators. 320,000 compounds, 2.4% hits. AID 485313, 2010;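 also: % of control where 0% means no effect; nearly all actives have a fitted effect of over 60% in size; reporter is driven by a mutant NPC1 promoter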
#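 Huh7 cells stably carrying NPC1 promoter–luciferase, plated in Opti-MEM with 10% FBS for 2 h, were exposed to compound in DMSO for 24 h at 37 °C; luciferase reagent was added for 10 min and luminescence read.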
# FLuc counter: qHTS profiling assay for firefly luciferase inhibitor/activator using purifed enzyme and Km concentrations of substrates (counterscreen for miR-21 project). Potency, µM (top dose mostly 57.5 µM), inactives show at the highest dose activity change, negative = inhibition, usual class: inhibitors. 360,000 compounds, 6.9% hits. purified FLuc, Km substrates, luminescence inhibition. Luciferin 4-monooxygenase (Photinus pyralis), P08659;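 also: plate controls were vehicle for no effect and reference inhibitor for full effect; nearly all actives have a fitted effect of over 55% in size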
#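 Purified P. pyralis luciferase (10nM final) with 10uM D-luciferin and 10uM ATP (Km levels) in 50mM Tris acetate pH 7.5, 10mM Mg acetate, 0.01% Tween-20, 0.05% BSA; qHTS 6-point titration, ~60 µM downward; luminescence read.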
# p53 reactivator: qHTS assay for re-activators of p53 using a Luc reporter; H1299 p53-A138V BP100-luciferase reporter, luminescence, 24 h; Potency, µM (top dose mostly 92.2 µM), without a hit: top-dose activity change, positive = activation, hits mostly activators; 320,000 compounds, 0.063% hits; also: % of control where 0% means no effect; nearly all actives have a fitted effect of over 45% in size
#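 p53-null H1299 cells stably carrying temperature-sensitive p53-A138V and a BP100-luciferase reporter were pinned with compounds (4-point, 1:5 series) and held 24 hrs at 37 deg C. Luminescence was read 10 min after detection reagent.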
# MBNL1-CUG inh: qHTS Assay for Inhibitors of MBNL1-poly(CUG) RNA binding. TR-FRET MBNL1-His/biotin-(CUG)12 binding, 665/545 ratio. Potency, µM (highest dose often 57.5 µM), for inactives: at the highest dose activity change, negative = inhibition, most hits filed as inhibitors. 280,000 compounds, 0.036% hits. AID 2675, 2010; active = well fitted inhibition curve with a large enough effect in the signal ratio, with a control signal flat, not every such curve was filed as active; inconclusive = small, poorly fitted or top-dose-only effect, or effect the other way, or a change in a side signal; inactive = no such curve, though single readings can be large or run the other way; the % refers to the signal ratio; also: % is scaled to controls: 0 for no effect and ±100 for the full control effect
# Target sequence (Q9NR56 whole entry, looked up): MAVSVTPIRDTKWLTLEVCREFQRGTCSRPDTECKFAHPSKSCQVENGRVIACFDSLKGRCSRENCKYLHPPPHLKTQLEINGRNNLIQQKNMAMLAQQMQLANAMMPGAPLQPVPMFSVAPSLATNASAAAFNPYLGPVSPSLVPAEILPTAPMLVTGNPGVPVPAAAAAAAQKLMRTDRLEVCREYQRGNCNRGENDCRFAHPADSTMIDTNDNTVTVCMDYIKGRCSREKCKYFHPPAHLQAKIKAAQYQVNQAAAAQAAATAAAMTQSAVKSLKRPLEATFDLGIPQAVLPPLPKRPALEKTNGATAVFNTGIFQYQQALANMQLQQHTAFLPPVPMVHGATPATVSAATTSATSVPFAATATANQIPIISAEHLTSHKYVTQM
#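 Ratiometric TR-FRET (665 over 545 nm, excitation 340 nm) tracks disruption of MBNL1-His/biotin-(CUG)12 complex after 60 min at room temperature, with compounds at 92 nM to 58 uM final.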
# * marks the source's active call; other numbers are inactive results; ? = inconclusive; · = not tested or not shown; & = joins results of further samples; [ ] = another dose, or the depositor's remark. Unless noted, calls follow the shape of the dose curve; as a rule, active = well fitted curve in the direction sought with a large enough effect; inconclusive = small, poorly fitted or top-dose-only effect, or another doubt; inactive = no such curve, though single readings can be large; an effect the other way counts as inactive or inconclusive. Potency is read from the fitted curve at half-maximal effect.
SMILES,ELG1 genotoxic,RORgamma inh,uPA generation,Rab9 prom act,BRCA1 expr act,VP16 counter,NPC1 prom act,FLuc counter,p53 reactivator,MBNL1-CUG inh
COc1cc(/C=N/NC(=O)c2cccc([N+](=O)[O-])c2)ccc1OCc1ccccc1,-2%,3.2µM*,·,1%,52%,?,-2%,10%,-3%,-6%
CCOC(=O)N1CCN(C(=O)CNC(=O)Cn2cnc3ccccc3c2=O)CC1,9%,-1%,1%,-1%,-2%,-15%,-8%,-1%,-1%,3%
O=C(c1ccccc1[N+](=O)[O-])N1CCCC(C(=O)N2CCCCCC2)C1 (stereo not drawn),-3%,-23%,1%,0%,18%,1%,-6%,0%,?,?
O=C(Nc1ccccc1F)c1cc2nc(C(F)F)cc(C(F)F)n2n1,?,-26%,1%,19%,102%,-13%,22%,?,?,2%
CCCCN(C(=O)c1ccccc1F)c1c(N)n(CCC)c(=O)[nH]c1=O,0%,-1%,1%,-2%,3%,-18%,0%,0%,-10%,0%
Cc1c(C(=O)NCC2CCCO2)oc2ccc(S(=O)(=O)N3CCCCC3)cc12 (stereo not drawn),-3%,28%,-5%,-5%,-1%,-3%,-2%,5%,-9%,-16%
CC(C)(C)[C@H]1C=C(C(=O)N2CCN(Cc3ccc4c(c3)OCO4)CC2)O[C@@H](OCc2ccc(CO)cc2)C1,-8%,2%,-7%,-2%,-18%,0%,-1%,0%,2%,5%
COc1ccc(-c2cc(C(=O)OCC(=O)NC(C)(C)C)c3ccccc3n2)cc1,-4%,19%,·,15%,·,-8%,10%,12µM*,-4%,?
Cc1ccc(-c2csc(N(CCc3ccccc3)C(=O)COc3ccccc3)n2)cc1,3%,0%,-2%,5%,22%,-2%,7%,-3%,1%,13%
COc1ccc(C(=O)NCc2nnc(SCC(=O)NCc3ccco3)o2)cc1,1%,4%,15%,4%,-2%,1%,-1%,0%,3%,8%
CCCCn1c(CCc2ccccc2)nc2cc3[nH]c(=O)c(C(C)C)nc3cc21,-3%,34%,22%,-11%,-69%,-14%,-2%,2%,·,12%
CCCNC(=O)C(=O)NCCC1=CCCCC1,7%,20%,2%,4%,66%,4%,-1%,-1%,21%,-4%
Cc1ccc(-c2nn(-c3ccccc3)cc2C(=O)N2CCOCC2)cc1C,-1%,?,3%,-2%,-20%,-4%,-2%,-4%,6%,-1%
O=C(CNC(=O)c1ccc(Cl)cc1Cl)OCc1nnc(-c2ccccc2)o1,3%,·,2%,0%,-9%,·,-5%,3%,13%,·
CCCN1C(=O)/C(=C/c2c(N3CCNC(=O)C3CC(=O)OC)nc3c(C)cccn3c2=O)SC1=S (stereo not drawn),-5%,26%,·,-2%,·,-7%,-4%,-1%,2%,20%
O=C(NC1CC2CCC(C1)N2C(=O)NC1CCCCC1)NC12CC3CC(CC(C3)C1)C2 (stereo not drawn),-3%,-18%,0%,-6%,-14%,9%,-1%,1%,-10%,1%
Cc1ccc(COc2coc(CN3CCN(C(=O)c4ccco4)CC3)cc2=O)cc1,-2%,·,0%,-4%,0%,·,-1%,3%,8%,·
COCCn1c(SCC(=O)NCCc2ccccc2)nc2c([nH]c3ccccc32)c1=O,?,-29%,0%,-2%,-36%,4%,-3%,5%,3%,-8%
COc1ccc(OCCN2C(=O)c3ccccc3C2=O)c([N+](=O)[O-])c1,?,?,-1%,?,42%,-5%,28%,27µM*,14%,?
Cn1nc(C(=O)N2CCN(c3cccc(Cl)c3)CC2)c2c1-c1ccccc1S(=O)(=O)C2,-2%[9.26 µM],27%,-1%,-4%,-11%,-11%,-1%,0%&-15%,-11%,-1%
CC(C)CN(Cc1cc(=O)oc2cc3c(cc12)CCCC3)CC(C)C,2%,0%,7%,-2%,10%,0%,-1%,-4%,7%,·
O=C(O)Cc1sc(-c2ccccc2)nc1-c1cccs1,1%,-20%,0%,9%,4%,-12%,0%,24µM*,1%,49%[activator]
CNc1nc(-c2ccc3c(c2)CCN3C(=O)c2ccccc2C)cs1,?,-36%,2%,2.2µM*,2µM*,-3%,4µM*,7.6µM*,11%,18%
O=C(CSc1ncccc1-c1nc2ccccc2[nH]1)NCc1ccco1,?,-10%,·,26%,-1%,0%,20%,24µM*,?,13%
CC(C)c1nnc(NC(=O)CCC(=O)N2CCN(c3ccc(Cl)cc3)CC2)s1,-2%,-8%,-2%,-1%,-8%,2%,-4%,1%,-2%,-10%
# Next part
SMILES,ELG1 genotoxic,RORgamma inh,uPA generation,Rab9 prom act,BRCA1 expr act,VP16 counter,NPC1 prom act,FLuc counter,p53 reactivator,MBNL1-CUG inh
CC(C)(C)NC(=O)CSc1nnc(-c2ccncc2)n1Cc1ccccc1,-3%,-14%,0%,-2%,0%,7%,-1%,6%,0%,-2%
CCOC(CCNC(=O)c1cn(CCOC)c(=O)c2c1c1ccccc1n2C)OCC,-3%,-1%,-1%,0%,-1%,-1%,1%,3%,1%,8%
O=C(Nc1cc(-c2ccccc2)nn1C1CCCCC1)c1ccc(Cl)cc1,-4%,·,?,·,-9%,·,·,·,4%,·
O=C(CCNC(=O)c1ccc([N+](=O)[O-])cc1)Nc1cccc(S(=O)(=O)N2CCCCCC2)c1,-3%,·,9%,-1%,2%,·,-1%,3%,-15%,·
COCCN(CCOC)C(=O)CC(=O)N(CCOC)CCOC,0%,-1%,·,3%,1%,3%,-1%,8%,1%,-5%
O=C(c1ccc(F)cc1)N1CCCN(c2nc(-c3ccccc3)ns2)CC1,-9%,14%,11%,-4%,0%,12%,-2%,-4%,-3%,2%
Cc1cc(C)n2nc(C)c(-c3ccc(Cl)cc3)c2n1,-1%,-1%,0%,-3%,-13%,-8%,-6%,-8%,5%,-4%
CN1/C(=C\C(=O)COC(=O)c2ccccc2O)C(C)(C)c2ccccc21,-8%,?,5%,-3%,7%,-9%,3%,-4%,7%,-6%
CC1CCCCC12NC(=O)N(CC(=O)OCC(=O)NCc1ccc(F)cc1)C2=O (stereo not drawn),-1%,·,-3%,-5%,-12%,·,-4%,0%,-10%,·
Cc1ccnc(NC(=O)c2cccc(S(=O)(=O)N3CCCC3)c2)c1,-1%,21%,6%,24%,58%,-2%,14%,-14%,-2%,2%
COC(=O)c1cn(-c2nc(C)c3c(n2)CCC3)nn1,9%,29%,1%,16%,-1%,?,3%,-7%,23%,2%
COc1cc(NC(=O)CN2C(=O)c3ccccc3Sc3ccc(C(=O)N4CCOCC4)cc32)cc(OC)c1OC,8%,44%,2%,2%,-19%,0%,1%,-1%,-1%,-3%
Cc1ccc(N(CC(=O)NC2CCCCC2)C(=O)CNC(=O)c2ccco2)cc1F,4%,-3%,-2%,-2%,2%,2%,-2%,0%,-1%,-4%
Cc1cc(C)cc(NC(=O)CSc2nc3nc(C)cc(C)c3c(=O)[nH]2)c1,18%,·,0%,-1%,-19%,·,-9%,9%,-5%,·
CCOc1ccc(S(=O)(=O)N/N=C2/CC(c3ccccc3)Oc3ccccc32)cc1 (stereo not drawn),8%,?,4%,0%,-45%,9%,2%,21µM*,27%,4%
COc1cccc(C(=O)COc2ccccc2-c2ccccc2)c1,-5%,22%,0%,-8%,-21%,14%,2%,0%,4%,-23%
O=C(COc1ccc(Cl)cc1Cl)NC(=S)Nc1ccccc1C(=O)O,4%,18%,·,12%,·,-10%,5%,6.7µM*,6%,-27%
O=C(/C=C/NNC(=O)c1ccc(Br)cc1)c1ccccc1,?,?,-9%,-3%,-21%,-1%,-3%,?,17%,16%
CCCCN(CC)S(=O)(=O)c1ccc2c(c1)n(C)c(=O)c(=O)n2C,-2%,-10%,?,-1%,-2%,-1%,2%,1%,-1%,-4%
COC(=O)c1c(N(S(C)(=O)=O)S(C)(=O)=O)sc2c1CCN(c1ncc(C(F)(F)F)cc1Cl)C2,-7%,16%,-1%,0%,-25%,-5%,5%,-3%,-2%,0%
CCOc1ccc2[nH]c(SCC(=O)OC)c([N+](=O)[O-])c2c1,2%,2%,-1%,-7%,-2%,-6%,-4%,7%,3%,?
O=C(Nc1ncccn1)c1cccc(F)c1,-1%,13%,-7%,18%,6%,-8%,-2%,7%,·,-4%
Cc1ccc(N/C(N)=N/c2nc(CSc3ccc(C)cc3)cc(=O)[nH]2)cc1,-5%,15%,5%,-5%,-14%,-1%,-1%,0%,-1%,-5%
O=C(CCC(=O)NCc1ccccc1)NCc1ccccc1,2%,-3%,8%,-4%,0%,9%,1%,5%,·,-4%
O=C(CN1CCN(c2ccc(F)cc2)CC1)Nc1ccccc1[N+](=O)[O-],-6%,26%,4%,2%,-20%,-4%,-4%,3%,-2%,·
COc1ccc(-c2csc(NC(=O)CN3C(=O)CCC3=O)n2)cc1OC,6%,-3%,-1%,-1%,-2%,-15%,1%,1%,8%,?
COc1ccc(NC(C)=O)c2nc(C)c(C)nc12,-6%,2%,·,-5%,1%,-16%,4%,-1%,-2%,?

# Compound activity as filed in PubChem.
